# GPR55 LPI antagonism = GPR55 antagonists blocking LPI-driven arrestin recruitment, primary screen, imaging, U2OS, beta-arrestin-GFP, LPI agonist (AID 2013); actives 0.13% (n = 290,000); inhibition, % at 10 µM; hits with a dose series show IC50 in µM; U2OS GPR55 beta-arrestin-GFP translocation imaging, LPI antagonism; higher % means a stronger effect;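 active = spots per cell inhibited over 60%, with over 100 cells counted and total cytoplasm intensity under 500,000; inconclusive = wells with under 100 cells, flagged as likely toxic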;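 also: U2OS cells stably carrying GPR55 and arrestin-GFP stimulated by 5 µM LPI near EC80; imaged beta-arrestin-GFP aggregate spots per cell after agonist stimulation; plate controls were LPI-stimulated DMSO wells for no effect and DMSO wells without LPI for full effect; some results filed as inactive read as strong as hits; confirmed hits need IC50 under 10 µM and bright autofluorescent wells are also inconclusive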
# PhoP inhibition = inhibitors of PhoP regulon expression, primary screen, Salmonella Typhimurium, GFP reporter (AID 1863). S. Typhimurium PhoP-regulated promoter GFP reporter, 4 h; higher % means a stronger effect. inhibition, % at 50 µM; hits with a dose series show IC50 in µM. actives 0.16% (n = 300,000);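 active = inhibition over 29.93%, a cutoff 3 SD above the screen mean, later confirmed by dose response; inconclusive = inhibition over 29.93% but no dose response follow-up; inactive = inhibition at most 29.93% or unconfirmed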;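 also: 0% = low Mg2+ inducing control and 100% = high Mg2+ repressing control; strong numbers were not always called active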
# GPR35 arrestin U2OS = inhibition of zaprinast-stimulated GPR35 beta-arrestin translocation – imaging, U2OS, beta-arrestin-GFP, zaprinast agonist, primary screen (AID 2058) | U2OS GPR35 beta-arrestin-GFP translocation imaging, zaprinast antagonism; higher % means a stronger effect | inhibition, % at 10 µM, or IC50 in µM where a hit was titrated | actives 0.052% (n = 290,000);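 active = inhibition of at least 50% with at least 30 cells and total cytoplasm GFP at most 10,000,000; inconclusive = under 30 cells or total GFP of 10,000,000 plus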
# HIV peptide binding = cell-free HIV fusion peptide-binding blockers – biochemical, uHTS, fluorescence dequenching, primary screen (AID 1986). one-dose inhibition, % at 20 µM; IC50 in µM for titrated hits. cell-free peptide binding, fluorescence dequenching, 30 min; higher % means a stronger effect. actives 0.3% (n = 290,000); in the data active = inhibition mostly above about 52%, no sharp cut-off; inactive = mostly below about 76%; also: some results filed as inactive read as strong as hits
# Rac1 GTP hydrolysis = MgcRacGAP GTPase-activating activity inhibitors, confirmation, biochemical, ADP Hunter fluorescence; actives 0.6% (n = 340,000); MgcRacGAP-stimulated Rac1 GTP hydrolysis, ADP Hunter fluorescence; higher % means a stronger effect; GST-tagged Rac1 F28L mutant substrate; AID 624330; one-dose inhibition, % at 30 µM; IC50 in µM for titrated hits;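 active = first-screen hits whose inhibition reached a set limit at any dose in the follow-up dose series; inconclusive = inhibition above the set first-screen limit but never retested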;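 also: fluorescence reports GDP produced by GAP-driven GTP hydrolysis; strong numbers were not always called active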
# NS5 inhibitors = flavivirus cap methylation enzyme inhibition – biochemical, confirmation dose response, primary screen (AID 588689); inhibition, % at 25 µM; hits with a dose series show IC50 in µM; Dengue-2 NS5 methyltransferase capping enzyme assay, biochemical; higher % means a stronger effect; actives 0.3% (n = 340,000); in the data active = a potency from the dose series; inconclusive = inhibition above about 29% without an active follow-up result
# Large T inhibition = TAg ATPase/helicase activity blockers – biochemical (AID 1903) | SV40 large T antigen ATPase/helicase inhibition assay; higher % means a stronger effect | inhibition, % at 20 µM; hits with a dose series show IC50 in µM | actives 0.39% (n = 310,000); in the data active = a potency from the dose series; inconclusive = inhibition mostly from about 32% at the one dose, without a potency; inactive = the rest, 99 in 100 with inhibition below about 32%; also: strong numbers were not always called active
# K1F lysis inhibition = protection from phage-mediated lysis, alamar blue read-out – E. coli UTI89, K1F phage, bacterial capsule biogenesis inhibitors (AID 488966); E. coli UTI89 K1F phage lysis, alamar blue, 2 h; higher % means a stronger effect; inhibition, % at 100 µM; hits with a dose series show IC50 in µM; actives 0.02% (n = 340,000);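 active = phage lysis inhibition, versus mean bacterial control, above a set limit; inconclusive = no clear call, values can overlap the other calls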;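 also: capsule biogenesis inhibitors block K1F phage lysis so surviving cells raise fluorescence; higher fluorescence means more inhibition of phage lysis; actives were called in the ten point dose series up to 300 µM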
# RSV antiviral HEp-2 = inhibition of RSV-induced cytopathic effect – HEp-2 cells, primary 10 µM value included (AID 2391). HEp-2 cells, RSV-induced CPE inhibition; higher % means a stronger effect. CPE inhibition, % at 10 µM; hits with a dose series show IC50 in µM. actives 0.13% (n = 310,000); in the data active = a potency from the dose series; inconclusive = CPE inhibition mostly from about 23% at the one dose, without a potency; inactive = the rest, 99 in 100 with CPE inhibition below about 21%; also: strong numbers were not always called active
# NS5 inhibitors pilot replicate = further read-out of NS5 inhibitors, marked with its call; inhibition, %; measured here: pilot screen replicate inhibition
# Numbers without * were called inactive; i = inactive; ? = inconclusive; . = no result given; [ ] = remark or other dose.
SMILES,GPR55 LPI antagonism,PhoP inhibition,GPR35 arrestin U2OS,HIV peptide binding,Rac1 GTP hydrolysis,NS5 inhibitors,Large T inhibition,K1F lysis inhibition,RSV antiviral HEp-2,others
O=C(O)C/C(=C\c1ccc2c(c1)OCO2)c1nc2ccccc2s1,10%,0%,18%,1.0%,5%,-1%,9%,0.0%,1.2%,
CC1(C)SC(=S)N(/N=C/c2ccccc2)C1N(O)C(=O)Nc1ccc([N+](=O)[O-])cc1 (configuration not stated),6%,12%,20%,-2.4%,7%,-2%,1%,1.9%,5.0%,
Cc1ccc(NNC(=O)C(=O)N2CCCCC2)cc1,8%,7%,8%,-1.9%,3%,-2%,4%,i,-0.4%,
COc1ccc(N2CCN(C(CNS(=O)(=O)c3ccc4c(c3)OCCO4)c3ccco3)CC2)cc1 (configuration not stated),15%,7%,-10%,-1.7%,41%,3%,8%,0.3%,3.0%,
CN(C)c1nc(N)nc(CSc2ncc(Cl)cc2Cl)n1,4%,-11%,1%,-2.4%,-4%,-2%,2%,4.7%,4.3%,
O=S(=O)(NCc1ccccc1Cl)c1ccc(-n2cnnn2)cc1,-7%,2%,1%,0.5%,7%,2%,5%,-0.1%,1.0%,
Cc1cccc(NC(=O)CSc2ccc(-c3ccco3)nn2)c1C,-1%,-16%,13%,29%,6%,1%,9%,0.7%[50 µM],1.4%,
CN1CCN(CC(=O)N(Cc2c(C#N)c3ccccc3n2C)c2ccccc2)CC1,2%,8%,5%,-1.3%,5%,-7%,5%,3.3%,0.3%,
O=C(O)c1ccc(N2C(=O)CSC2c2cccc([N+](=O)[O-])c2)cc1 (configuration not stated),14%,-7%,17%,-0.9%,2%,-4%,15%,0.1%,1.1%,
Cc1ccc(C(=O)NNC(=O)COc2ccc(Cl)cc2C)o1,.,.,.,.,8%,-13%,.,0.5%[50 µM],1.1%,
COc1ccc(C(=O)NC(=S)N(C)C2CCCCC2)cc1,7%,-6%,15%,0.5%,-8%,-4%,15%,0.0%,1.6%,
CC1=CC2=NC(=O)/C(=C/c3coc4ccc(Cl)cc4c3=O)C(=N)N2O1,-3%,-5%,0%,100%*,2%,?,-21%,0.4%,0.2%,
COc1ccc(CCNc2nc(=S)[nH]c3cc(OC)c(OC)cc23)cc1OC,-3%,4%,9%,-1.1%,40%,.,9%,1.4%,20%,
CC(C)Nc1ncnc2c1cnn2-c1ccc(Cl)cc1,1%,7%,1%,-0.9%,9%,-4%,4%,1.0%,-2.1%,
CCCN1C(=O)NC2(O)C(=O)c3ccccc3C12O (configuration not stated),-2%,16%,1%,0.9%,-3%,3%,7%,-0.3%,1.9%,
COc1ccccc1Nc1nn2c(=O)c3ccc(C(=O)N4CCCC(C)C4)cc3nc2s1 (configuration not stated),3%,-1%,-4%,1.7%,-10%,-2%,9%,-0.2%,20%,
CCCNC(=O)NC(=O)CSc1nc2cc(C(=O)OC)ccc2c(=O)n1-c1ccccc1,1%,12%,0%,-1.7%,8%,0%,12%,0.0%,1.6%,
COc1ccc2c(-c3ccccc3)cc(SCC(N)=O)nc2c1,12%,.,10%,13%,6%,?,11%,0.2%,7.9%,
Brc1ccc(-c2noc(CCc3ccccc3)n2)o1,-3%,-2%,2%,-0.6%,0%,12%,0%,1.6%,3.5%,
O=Cc1c(-c2ccc(F)cc2)nc2ccccn12,8%,11%,-4%,-0.5%,4%,-3%,-4%,0.0%,7.8%,
CCCCC(CC)C(=O)NCc1ccccc1OC (configuration not stated),3%,-7%,4%,-0.5%,8%,-1%,0%,0.1%,0.6%,
COc1ccc(CN2C(=NC(=O)C3CC3)SC3CS(=O)(=O)CC32)cc1 (configuration not stated),16%,6%,1%,-1.5%,8%,1%,10%,0.5%,1.7%,
O=C(Nc1nccs1)c1ccc[nH]c1=O,-12%,3%,-12%,-0.2%,13%,.,7%,0.0%,1.2%,
NS(=O)(=O)c1ccc(CCNC(=O)c2ccc(Cl)cc2[N+](=O)[O-])cc1,-13%,0%,-12%,-1.9%,8%,4%,15%,-0.5%,0.0%,
COc1ccccc1NC(=O)/C=C/c1cc([N+](=O)[O-])ccc1OC(F)F,2%,-1%,-3%,0.0%,6%,0%,13%,0.1%[50 µM],17%,

# Other entries
SMILES,GPR55 LPI antagonism,PhoP inhibition,GPR35 arrestin U2OS,HIV peptide binding,Rac1 GTP hydrolysis,NS5 inhibitors,Large T inhibition,K1F lysis inhibition,RSV antiviral HEp-2,others
CS(=O)(=O)N(CC(=O)Nc1ccccc1-c1ccccc1)c1ccccc1,4%,4%,-4%,1.9%,5%,8%,22%,0.1%,1.3%,
COc1ccccc1Nc1cc(C(=O)N2CCc3ccccc3C2)c2ccccc2n1,20%,4%,-4%,1.9%,.,.,2%,.,16%,
CCCCNS(=O)(=O)c1ccc(NC(=O)C2CCCO2)cc1 (configuration not stated),1%,-6%,-4%,13%,0%,-5%,0%,5.0%,0.5%,
Fc1ccc2nc(N3CCCC3)sc2c1,-1%,7%,-3%,-0.7%,8%,-9%,7%,0.3%,6.9%,
Cc1ccc(NC(=O)CC2C(=O)NCCN2C(=O)c2ccc(F)cc2)cc1 (configuration not stated),-10%,-5%,9%,-0.6%,4%,-3%,7%,-0.2%,1.5%,
CNc1c(-n2cc(C(=O)OC)c(C(=O)OC)c2C(=O)OC)c(=O)n(C)c(=O)n1C,-24%,4%,-6%,-1.2%,12%,.,-5%,-0.2%,-0.8%,
CN(C)c1cc[nH]c(=O)c1C#N,2%,7%,-8%,-0.6%,4%,-12%,-4%,0.5%,1.0%,
Cn1cnnc1SCC(=O)NC1CCCCCC1,0%,9%,8%,-0.1%,5%,-1%,6%,0.2%,1.2%,
COc1cccc(-c2ocnc2C(=O)Nc2ccc(N3CCOCC3)cc2N2CCOCC2)c1,18%,-6%,6%,-1.9%,9%,-5%,5%,-0.5%,3.0%,
COc1ccc(CC2CCOC2=O)cc1 (configuration not stated),0%,11%,9%,0.7%,8%,-1%,-8%,0.9%,-1.4%,NS5 inhibitors pilot replicate=0.3
CC(Oc1cccc(Cl)c1)C(=O)Nc1ccncc1 (configuration not stated),18%,.,15%,-0.8%,12%,-3%,.,0.1%,5.2%,
Cc1ccc(NC(=O)CN2CCOCC2)c(Br)c1,-8%,-1%,-13%,0.2%,10%,-5%,10%,0.0%,0.7%,NS5 inhibitors pilot replicate=-0.9
COC(=O)c1cccc(NC2CC(=O)N(c3ccc(OC)c(OC)c3)C2=O)c1 (configuration not stated),6%,-6%,19%,-1.7%,6%,-2%,14%,0.9%,0.4%,
O=C(NCc1ccncc1)C(=O)NCC1OCCCN1S(=O)(=O)c1ccc(F)cc1 (configuration not stated),3%,-6%,11%,-0.9%,8%,2%,6%,0.1%,2.2%,
c1ccc(SCc2cn(C[C@H]3CC[C@@H]([C@@H]4CC[C@H](Cn5cc(CSc6ccccc6)nn5)O4)O3)nn2)cc1,-4%,-1%,-8%,0.4%,4%,-10%,18%,0.5%,3.6%,
CCC(c1nnc(SCC(=O)Nc2ccc(N3CCOCC3)cc2)n1Cc1ccccc1)N(C)C (configuration not stated),.,-4%,.,.,-3%,-2%,16%,0.9%[50 µM],-1.5%,
O=C(NCC(=O)N1CCN(c2ccccc2O)CC1)C1CCCCC1,.,6%,.,.,6%,3%,14%,1.1%[50 µM],-0.4%,
COCC(=O)Oc1c(Sc2ccccc2[N+](=O)[O-])c(C)nn1C(C)(C)C,4%,0%,-16%,-1.9%,6%,0%,3%,0.1%,-1.3%,
COc1ccccc1C(=O)NC(=O)COC(=O)CCOc1ccccc1C,.,-3%,.,.,4%,-9%,17%,0.9%[50 µM],-1.4%,
O=C(CSc1nnc(-c2cccs2)o1)OCc1ccccc1,15%,-5%,23%,-4.3%,-10%,-1%,8%,0.3%,4.0%,
Cc1cc(C)c(-c2csc(NC(=O)C3=COCCO3)n2)c(C)c1,.,20%,.,.,1%,1%,12%,0.2%[50 µM],4.3%,
Cc1c(N)cccc1-n1cnnn1,4%,2%,2%,0.4%,0%,-2%,-4%,0.1%,1.7%,
Cn1c(CNC(=O)c2ccc(F)cc2)cc2ccccc21,3%,3%,12%,0.8%,-15%,3%,2%,0.1%,2.6%,
COc1ccc(C)cc1NC(=O)C(OC(=O)c1cnc(C)cn1)c1ccccc1 (configuration not stated),.,-9%,.,.,3%,-2%,12%,0.5%[50 µM],0.4%,
CC(C)C(=O)NNC(=O)C1CC1(c1ccccc1)c1ccccc1 (configuration not stated),7%,-3%,9%,-0.4%,-1%,-13%,7%,0.4%,0.1%,

# Carrying on.
SMILES,GPR55 LPI antagonism,PhoP inhibition,GPR35 arrestin U2OS,HIV peptide binding,Rac1 GTP hydrolysis,NS5 inhibitors,Large T inhibition,K1F lysis inhibition,RSV antiviral HEp-2,others
O=C(CSc1nc2ccccc2c(=O)n1-c1ccc(F)cc1F)Nc1ccc2c(c1)CCC2,10%,-1%,8%,-2.6%,7%,-1%,0%,0.3%,0.9%,
N#Cc1cnc(NCc2ccc(Cl)cc2Cl)nc1,8%,-4%,-1%,2.4%,7%,-4%,20%,0.0%,2.6%,
COC(=O)c1nc(NC(=O)c2cc(OC)c(OC)c(OC)c2)n[nH]1,6%,5%,14%,-0.4%,6%,-13%,-5%,-1.1%,-0.1%,
COc1ccc(/C=C/C(=O)C(C(N)=O)=C2SCCS2)cc1,10%,-5%,11%,-3.0%,4%,-5%,2%,1.7%[50 µM],-0.4%,
CCOc1ccc(-c2nc(-c3ccc(OC)cc3)no2)cc1OCC,9%,-9%,0%,3.8%,1%,-8%,.,0.1%,1.5%,
COC(=O)c1ccc(NC(=O)CSc2nnc(-c3cccnc3)o2)cc1,.,1%,.,.,6%,-2%,12%,1.2%[50 µM],-0.9%,
O=S1(=O)N=C2CCCCCN2C(c2ccc(Br)cc2)N1 (configuration not stated),9%,-3%,3%,-2.9%,7%,-3%,7%,0.3%,2.6%,
O=C(C1CC1)N1CCc2cc(Br)cc(S(=O)(=O)N3CCOCC3)c21,13%,-1%,-12%,-0.9%,9%,-4%,5%,0.7%,1.5%,
CCn1cnc2sc(C(=O)N(Cc3ccc(N(C)C)cc3)Cc3ccco3)c(C)c2c1=O,-20%,-9%,-8%,-3.4%,13%,-8%,5%,-0.7%,1.9%,

# High-throughput results: PubChem BioAssay, several laboratories
